Compound activity deposited in PubChem by several laboratories.
TRPC6 act = mouse TRPC6 channel activators, primary screen, cell-based, HEK293, membrane potential dye | B-score at 10 µM | Short transient receptor potential channel 6 (Mus musculus), Q61143 | HEK293-TRPC6 membrane potential dye fluorescence; active compounds read high | 310,000 tested, 0.13% active;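 active means B-score of the integrated fluorescence ratio above library mean plus 3 SD, and starting fluorescence ratio within library mean plus 5 SD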;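 further: higher score means more depolarization so channel activation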
Target sequence (Q61143 whole entry, looked up): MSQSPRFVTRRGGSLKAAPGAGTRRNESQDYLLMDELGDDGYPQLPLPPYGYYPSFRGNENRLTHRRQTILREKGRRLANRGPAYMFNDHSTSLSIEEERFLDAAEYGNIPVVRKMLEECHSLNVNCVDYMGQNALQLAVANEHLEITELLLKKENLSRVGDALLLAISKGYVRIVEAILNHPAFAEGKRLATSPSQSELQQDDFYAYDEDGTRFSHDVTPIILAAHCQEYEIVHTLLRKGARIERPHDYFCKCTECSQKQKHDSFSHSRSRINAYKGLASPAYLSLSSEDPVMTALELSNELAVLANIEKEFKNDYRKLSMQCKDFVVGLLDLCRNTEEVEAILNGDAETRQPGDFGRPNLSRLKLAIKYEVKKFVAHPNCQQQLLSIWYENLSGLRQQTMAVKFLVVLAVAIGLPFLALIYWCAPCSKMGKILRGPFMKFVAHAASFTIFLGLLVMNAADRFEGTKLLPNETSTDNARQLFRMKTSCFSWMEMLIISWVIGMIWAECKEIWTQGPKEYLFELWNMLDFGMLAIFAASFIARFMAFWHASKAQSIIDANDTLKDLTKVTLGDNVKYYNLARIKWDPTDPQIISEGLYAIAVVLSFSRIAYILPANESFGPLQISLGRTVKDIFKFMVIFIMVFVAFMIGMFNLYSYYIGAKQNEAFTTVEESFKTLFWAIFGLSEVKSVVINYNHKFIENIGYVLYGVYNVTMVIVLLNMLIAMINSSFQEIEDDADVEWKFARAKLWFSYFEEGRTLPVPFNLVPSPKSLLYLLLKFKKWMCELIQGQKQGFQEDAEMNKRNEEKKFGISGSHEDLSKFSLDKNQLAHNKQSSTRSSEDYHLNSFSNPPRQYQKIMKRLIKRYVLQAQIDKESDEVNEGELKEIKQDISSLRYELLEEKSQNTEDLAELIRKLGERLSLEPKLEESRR
HDAC3 inhib = HDAC3 deacetylase inhibitors, primary screen, biochemical, fluorescence, cell-free homogeneous; Histone deacetylase 3 (Homo sapiens), O15379; recombinant HDAC3, fluorogenic peptide/trypsin coupled; inhibition, % at 8.3 µM; 320,000 tested, 0.15% active; AID 2718, 2010; in the data active means inhibition above about 26%, passing the limit was not always enough; inconclusive means no clear call, values can overlap the other calls
MrgX1 ag = agonists of human MrgX1 receptor, primary screen, HEK293 cells, Fluo-4 calcium flux; AID 588627, 2011; Fluo-4 calcium fluorescence, agonist mode; active compounds read high; B-score at 10 µM; Mas-related G-protein coupled receptor member X1 (Homo sapiens), Q96LB2; 310,000 tested, 0.44% active;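 active means calcium response B-score plate-corrected fluorescence ratio at least 3 library SD, with starting fluorescence B-score inside 5 SD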
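Material: MrgX1-expressing HEK293 cells; input: 15,000 cells per well; doses: test compound given as first of three sequential additions; schedule: overnight plating before 1 h dye loading; technique: Fluo-4 NW calcium-flux fluorescence, kinetic read; evaluation: baseline-normalised fluorescence change ratio, B-scored; control set: plate-wise positive and negative controls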
ANO1 activ = TMEM16A chloride channel activators or potentiators, primary screen, cell-based, HTS; B-score at 10 µM; 340,000 tested, 0.3% active; Anoctamin-1 (Mus musculus), Q8BHY3; HEK293 TMEM16A/YFP-H148Q/I152L, iodide quench fluorescence; active compounds read low;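 active means fluorescence-ratio B-score plate-corrected deviation score at least 3 library SD below zero, with starting fluorescence score within 5 deviations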;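 further: channel opened by trigger with iodide after compound preincubation; score built on the fluorescence ratio of max minus min over baseline; more negative score means more quench and so TMEM16A activation or potentiation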
TRPC6 inh = mouse TRPC6 channel inhibitors, primary screen, cell-based, HEK293, membrane potential dye; AID 2553, 2010; ACh-evoked depolarization; active compounds read low; Short transient receptor potential channel 6 (Mus musculus), Q61143; 310,000 tested, 1.1% active; B-score at 10 µM;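 active means B-score under library mean minus 3 SD, initial fluorescence not abnormally high, positive integrated signal ratio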;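 further: B-score derived from integrated fluorescence ratio over the kinetic read; more negative B-score means stronger inhibition of depolarization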
MrgX1 allo act = positive allosteric modulators of MrgX1, primary screen, HEK293 cells, Fluo-4 calcium flux; Mas-related G-protein coupled receptor member X1 (Homo sapiens), Q96LB2; FDSS; active compounds read high; B-score at 10 µM; 310,000 tested, 0.63% active;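 active means plate-corrected calcium response at least 3 library SD above typical, normal starting fluorescence, not activating the receptor alone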;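 further: compound read alongside a low EC10 to EC30 dose of BAM8-22 agonist; peak minus trough fluorescence over baseline measured at the second addition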
MrgX1 antagonist = antagonists of human MrgX1 receptor, primary screen, HEK293 cells, Fluo-4 calcium flux | AID 588676, 2011 | 310,000 tested, 1.3% active | BAM8-22 antagonism; active compounds read low | Mas-related G-protein coupled receptor member X1 (Homo sapiens), Q96LB2 | B-score at 10 µM;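 active means calcium-response B-score plate-corrected more than 3 library SD below zero, starting fluorescence within 5 deviations, no agonist response on first addition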;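 further: peak minus trough fluorescence over baseline after final BAM8-22 challenge near maximal dose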
RGS4 block = RGS4 inhibitors, primary screen, cell-based, HEK293 M3R inducible RGS4, calcium flux; Regulator of G-protein signaling 4 (Homo sapiens), P49798; Fluo-4 calcium flux; active compounds read high; triggered by carbachol at its EC20; B-score at 10 µM; 310,000 tested, 0.45% active; AID 463165, 2010;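 active means B-score, a plate-corrected calcium signal, over three deviations above library mean, with baseline fluorescence within five deviations of library mean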;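 further: RGS4 expression induced by doxycycline in cells with stable M3 receptor; B-score is computed from the integrated fluorescence ratio over baseline after carbachol; higher B-score means a larger calcium signal and so more RGS4 inhibition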
Target sequence (P49798 whole entry, looked up): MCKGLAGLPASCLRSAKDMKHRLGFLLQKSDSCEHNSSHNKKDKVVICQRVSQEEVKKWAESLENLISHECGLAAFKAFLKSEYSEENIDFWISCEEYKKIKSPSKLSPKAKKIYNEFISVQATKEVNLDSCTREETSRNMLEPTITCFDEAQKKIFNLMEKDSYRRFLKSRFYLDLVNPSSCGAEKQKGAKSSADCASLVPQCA
TMEM16A inh = TMEM16A chloride channel inhibitors, primary screen, cell-based, HTS; Anoctamin-1 (Mus musculus), Q8BHY3; HEK293 TMEM16A/YFP iodide influx fluorescence, ionomycin; normalized B-score (activity score, 25-100; higher = stronger inhibition) at 10 µM; 310,000 tested, 1.2% active; AID 588511, 2011;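 active means ratio plate-corrected score three or more library SD toward inhibition, starting fluorescence score within five deviations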;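 further: score derived from kinetic fluorescence span divided by baseline fluorescence per well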
SKKanGAS inh = S. pyogenes SKKanGAS growth inhibitors in kanamycin, primary screen, streptokinase expression inhibitor project, SKKanGAS strain, BacTiter-Glo luminescence; AID 1662, 2009; 300,000 tested, 1.3% active; inhibition, % at 7.5 µM; 6 h;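 active means mean replicate score, as percent of positive control median, at least 50; inconclusive means mean below 50 but one replicate at or above 50; inactive means mean and every replicate below 50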;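 further: strain carries kanamycin resistance gene driven by streptokinase promoter and grows in 40 µg/ml kanamycin; loss of luminescence reflects streptokinase promoter inhibition or plain growth inhibition; 0% = median of DMSO wells and 100% = positive control at its reference dose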
RGS4 pot = RGS4 potentiators or activators, primary screen, cell-based, HEK293 M3R inducible RGS4, calcium flux. carbachol calcium flux Fluo4; active compounds read low. B-score at 10 µM. 310,000 tested, 0.92% active. AID 463111, 2010;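 active means B-score of the integrated calcium signal more than 4 SD below the library mean, with starting fluorescence not abnormally high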;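 further: negative B-score means reduced calcium response which marks RGS4 activation or potentiation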
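Assay system: Inducible-RGS4 HEK293 cells carrying M3 receptor | Schedule: Compound preincubation 20 min at room temperature before agonist | Signal: Kinetic calcium fluorescence imaging with Fluo4-AM dye, 2 µM | Read-out basis: B score from integrated fluorescence ratio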
An asterisk follows results filed as active; i = inactive; ? = inconclusive; . = not tested or not shown.

SMILES	TRPC6 act	HDAC3 inhib	MrgX1 ag	ANO1 activ	TRPC6 inh	MrgX1 allo act	MrgX1 antagonist	RGS4 block	TMEM16A inh	SKKanGAS inh	RGS4 pot
COc1ccccc1NC(C)=[N+](C)CCNS(=O)(=O)c1ccc(Cl)cc1	i	4	i	i	i	i	i	i	i	-6	i
Cc1ccc2oc(-c3ccc(C)c(NC(=S)NC(=O)c4cccs4)c3)nc2c1	i	-2	i	i	i	i	i	i	i	-3	i
CC(C)C(=O)N1CCN(CCN2C(=O)c3cccc4cccc(c34)C2=O)CC1	i	.	.	i	i	.	.	i	.	-5	i
C=CCOC(=O)Nc1ccc(Cl)cc1NC(=O)OCC=C	i	-1	i	i	i	i	i	i	i	5	i
CC(C)(C)c1ccc(C2/C(=C(\O)c3ccc4c(c3)OCCO4)C(=O)C(=O)N2CCCN2CCOCC2)cc1 (stereo not drawn)	i	8	i	i	i	i	i	i	i	11	i
COc1cc(CNCCc2ccccc2F)ccc1OCc1ccc(Cl)nc1	i	-2	i	i	-7.7*	i	i	i	i	6	i
N#C/C(=C(/O)C(Cl)c1ccccc1)c1nc2ccccc2s1 (stereo not drawn)	i	23	i	i	i	i	i	5.1*	i	38	i
Nc1c(C(=O)NCc2ccccc2)sc2nc3c(cc12)C(=O)CCC3	i	3	i	i	i	i	i	i	i	1	i
CCOC(=O)CNC(=O)COc1coc(CN2CCN(c3ccccc3F)CC2)cc1=O	i	11	i	i	i	i	i	i	i	-6	i
C=CCNS(=O)(=O)c1sccc1/C=N/O	i	6	i	i	i	i	i	i	i	8	i
C[C@H]1C=C(C(=O)NCc2nc3ccccc3[nH]2)O[C@@H](OCCCCO)C1	i	6	i	i	i	i	i	i	i	0	i
CCC(C)(C)NC(=O)C(c1cccn1C)N(C(=O)Cn1nnc2ccccc21)c1ccc(F)cc1 (stereo not drawn)	i	-2	i	i	i	i	i	i	i	1	i
CCOc1ccccc1N(CC(=O)O)S(=O)(=O)c1ccc(C)cc1	i	-4	i	i	i	i	i	i	i	5	i
CCn1c(CNC(=O)c2cccc(C)c2)nnc1SCC(=O)NC1CCCCC1C (stereo not drawn)	i	2	i	i	i	i	i	i	i	16	i
Cc1ccc(Nc2nc(NCCCN3CCOCC3)nc(N)c2[N+](=O)[O-])cc1	i	2	i	i	i	i	i	i	i	2	i
Cc1ccc(OCCN2CCN(C)CC2)c([N+](=O)[O-])c1	i	1	i	i	i	i	i	i	i	0	i
C[C@]12C(=O)N(c3ccc(Br)cc3)C(=O)N1[C@@H]1c3ccccc3OC[C@@H]1[C@H]2c1ccccc1	i	-15	i	i	i	i	i	i	i	2	i
Cc1c(NC(=O)c2ccc3c4c(cccc24)CC3)c(=O)n(-c2ccccc2)n1C	i	2	i	i	i	i	i	i	i	-4	i
Cn1c(=O)[nH]c(=O)c2c1nc(N1CCOCC1)n2CCc1ccccc1	i	-4	i	i	i	i	i	i	i	0	i
Cc1ccc(C(=O)Nc2nnc(-c3ccncc3)s2)o1	i	-3	i	i	i	i	i	i	i	-7	i
COC(=O)c1ccc(N2CCN(C)CC2)c(NC(=O)COc2ccc(C)cc2)c1	i	0	i	i	i	i	i	i	i	?	i
CCOC(=O)c1cnn(-c2c(Cc3ccccc3)c(C)nc3c(-c4ccccc4)c(C)nn23)c1N	i	.	i	i	i	i	i	i	i	27	i
O=C(COc1ccc([N+](=O)[O-])cc1)Nc1ccc2[nH]c(=O)[nH]c2c1	i	0	i	i	i	i	i	i	i	-3	i
CCC(C)[C@H](NC(=O)[C@@H]1Cc2ccccc2CN1)C(=O)Nc1ccc2c(c1)OCO2 (stereo partly drawn)	i	-1	i	i	i	i	i	i	i	1	i
CCOc1cccc(/C=C/C(=O)O)c1	i	-6	i	i	i	i	i	i	i	-1	i
CSc1ccc(/C=N/n2c(C)nnc2C)cc1	i	6	i	i	i	i	i	i	i	-6	i
O=C(CN1CCSCC1)N/N=C/c1ccccc1F	i	.	i	i	i	i	i	i	i	1	i
N=C1C(c2ccccc2)=C(O)CN1c1ccc2c(c1)OCO2	i	-2	i	i	i	i	i	i	i	4	i
COc1ccc(CNC(=O)CS(=O)CC(=O)O)cc1OC (stereo not drawn)	i	4	i	i	i	i	i	i	i	-8	i
CC(/C=N/Nc1ccc2nncn2n1)=C\c1ccccc1	i	8	i	i	i	i	i	i	i	-3	i
COCCNC(=O)CCCn1c(=O)c2ccccc2n(CC(=O)NCCC2=CCCCC2)c1=O	i	.	.	i	i	.	.	i	.	-3	i
O=C(N/N=C/c1c[nH]c2ccccc12)c1ccn[nH]1	i	10	i	i	i	i	i	i	i	-11	i
COC(=O)c1ccccc1NC(=S)N(Cc1ccc2c(c1)OCO2)Cc1cc2cccc(C)c2[nH]c1=O	i	4	i	i	i	i	i	i	i	11	i
O=C(COC(=O)c1c2c(nc3ccccc13)/C(=C\c1cccs1)CCC2)Nc1ccccc1	i	3	i	i	i	i	i	i	i	19	i
COc1ccc(C2=NN(C(=O)c3ccncc3)C(c3ccccc3O)C2)cc1 (stereo not drawn)	i	12	i	i	i	i	i	i	i	-3	i
Cn1ccnc1C(O)c1ccccc1 (stereo not drawn)	i	1	i	i	i	i	i	i	i	0	i
O=S(=O)(NCCOc1cccc2cccnc12)c1ccc(F)cc1	i	4	i	i	i	i	i	i	i	-14	i
FC(F)(F)c1ccc(CN2CCN(Cc3ccco3)CC2)cc1	i	3	i	i	i	i	i	i	i	-12	i
Cc1cc(C(=O)NCC2CCCCC2)ccc1[N+](=O)[O-]	i	4	i	i	i	i	i	i	i	0	i
CC(=O)c1c(C)[nH]c(C(=O)OCC(=O)NCCC2=CCCCC2)c1C	i	-1	i	i	i	i	i	i	i	-8	i
COC(=O)c1ccc(NC(=O)Cn2nnc3ccccc32)cc1	i	-5	i	i	i	i	i	i	i	-7	i
COc1cc2c(cc1OC)CN(C(=O)C1(c3ccccc3)CC1)CC2	i	7	i	i	i	i	i	i	i	0	i
CCNC(=O)/C(C#N)=C/c1c(N2CCN(Cc3ccc4c(c3)OCO4)CC2)nc2c(C)cccn2c1=O	i	0	i	i	i	i	i	i	i	0	i
CCOC(=O)CSc1nnc(-c2cccnc2)n1C	i	0	i	i	i	i	i	i	i	12	i
O=S1(=O)CC/C(=N/Nc2ccc(C(F)(F)F)cn2)c2cc(F)ccc21	i	-5	i	i	i	i	i	i	i	-1	i
CC1CN(CCCCOc2ccc3ccccc3c2)CC(C)O1 (stereo not drawn)	i	?	i	i	i	i	i	i	i	2	i
NC(=O)Nc1ccc(C(=O)OCC(=O)NC2CCCCC2)cc1	i	6	i	i	i	i	i	i	i	1	i
Cc1cc(C)nc(SCc2nnc(SCC(=O)Nc3ccccc3C)n2Cc2ccco2)n1	i	-3	i	i	i	i	i	i	i	-5	i
CCNC(=O)CC1C(=O)N(c2ccc(F)cc2)C(=O)N1CCc1ccc(OC)cc1 (stereo not drawn)	i	-12	i	i	i	i	i	i	i	5	i
CCN(CC(=O)NCc1ccc(F)cc1)CC(=O)Nc1ccccc1-c1ccccc1	i	-1	i	i	i	i	i	i	i	3	i
O=C(Cc1ccc(Cl)cc1)Nc1ccncc1	i	5	i	i	i	i	i	i	25*	14	i
CCOC(=O)c1nnn2c1nc(N1CCCCC1)c1ccccc12	i	3	i	i	i	i	i	i	i	12	i
C/C(=N\NC(=O)Cc1cccc2ccccc12)c1ccncc1	i	1	i	i	i	i	i	i	i	0	i
CC1=NN(c2ccccc2)C(=O)/C1=C/C=C/c1ccc(N(C)C)cc1	i	.	.	i	-12*	.	.	i	.	-9	i
CC(C)(C)[C@@H]1C=C(C(=O)O)O[C@H](OCCCCO)C1	i	3	i	i	i	i	i	i	i	0	i
Cn1c(=O)c2c(nc(NCc3ccccc3)n2CC(N)=O)n(C)c1=O	i	4	i	i	i	i	i	i	i	-3	i
COc1ccc(/C(O)=C2/C(=O)C(=O)N(CCN(C)C)C2c2cccnc2)cc1C (stereo not drawn)	i	3	i	i	i	i	i	i	i	-3	i
O=C1N/C(=N\c2ccccn2)SC1Cc1ccc(Cl)cc1 (stereo not drawn)	i	2	i	i	i	i	i	i	i	50*	i
COc1ccccc1CNC(=O)C(=O)NCC1OCCN1C(=O)c1cccs1 (stereo not drawn)	i	-3	i	i	i	i	i	i	i	-3	i
O=C(CSc1nnc(CNC(=O)c2ccc(F)cc2)o1)NCc1ccc2c(c1)OCO2	i	-2	i	i	i	i	-7.6*	i	i	-1	i

(cont.)
SMILES	TRPC6 act	HDAC3 inhib	MrgX1 ag	ANO1 activ	TRPC6 inh	MrgX1 allo act	MrgX1 antagonist	RGS4 block	TMEM16A inh	SKKanGAS inh	RGS4 pot
CC1CCN(CC(C)CNC(=O)c2cc(-c3ccccn3)nc3ccccc23)CC1 (stereo not drawn)	i	2	i	i	-8.6*	i	i	i	i	0	i
Cc1ccc(/C=C/C(=O)N2CCCC(C)C2)cc1 (stereo not drawn)	i	6	i	i	i	i	i	i	i	-1	i
O=c1cc2c(=O)oc3cc(O)c(O)oc3c2c(O)c1O	i	.	.	i	i	.	.	i	.	1	i
CC(C)=NNc1nc2sc3c(c2c(=O)[nH]1)CC(C)(C)OC3	i	10	i	i	i	i	i	i	i	4	i
Cc1ccc(C)c(NC(=S)NCCc2ccc(S(N)(=O)=O)cc2)c1	i	-12	i	i	i	i	i	i	i	19	i
O=C(COC(=O)CN1C(=O)c2ccccc2C1=O)Nc1ncc(Cl)cc1Cl	i	0	i	i	i	i	i	i	i	5	i
O=C(CSc1ccccn1)N/N=C/c1cccc([N+](=O)[O-])c1	i	3	i	i	i	i	i	i	i	-1	i
